Bioassay records as filed in PubChem BioAssay.
TDP1 block: blocks human tyrosyl-DNA phosphodiesterase 1. Q9NUW8. recombinant TDP1, AlphaScreen DNA substrate cleavage. Potency, µM (series often up to 130 µM), for the others: top-dose activity change, negative = inhibition, hits mostly inhibitors. hit rate 0.28% among 350,000. AID 485290; note: nearly all actives have a fitted effect of over 40% in size
Target sequence (Q9NUW8 whole entry, looked up): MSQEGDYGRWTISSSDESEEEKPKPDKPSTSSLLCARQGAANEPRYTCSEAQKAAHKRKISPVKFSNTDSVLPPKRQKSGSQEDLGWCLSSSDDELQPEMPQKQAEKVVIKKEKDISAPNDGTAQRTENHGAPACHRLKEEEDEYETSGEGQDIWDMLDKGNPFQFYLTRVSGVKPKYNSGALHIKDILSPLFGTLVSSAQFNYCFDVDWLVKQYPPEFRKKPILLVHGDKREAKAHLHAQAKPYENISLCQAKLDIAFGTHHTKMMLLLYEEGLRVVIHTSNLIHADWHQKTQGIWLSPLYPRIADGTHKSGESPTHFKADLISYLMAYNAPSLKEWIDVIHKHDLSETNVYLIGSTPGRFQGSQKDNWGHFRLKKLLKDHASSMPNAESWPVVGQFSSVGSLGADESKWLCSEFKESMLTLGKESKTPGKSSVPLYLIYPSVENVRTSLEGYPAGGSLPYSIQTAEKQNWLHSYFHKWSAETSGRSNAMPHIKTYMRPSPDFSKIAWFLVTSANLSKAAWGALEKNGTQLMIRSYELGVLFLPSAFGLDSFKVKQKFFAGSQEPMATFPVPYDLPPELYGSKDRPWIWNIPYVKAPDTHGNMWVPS
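Recombinant human Tdp1 (E. coli-expressed, 1 nM final) preincubated with compounds 15 min at room temperature, then 5'-biotin/3'-phosphotyrosine-FITC DNA substrate (15 nM final) added for 5 min. AlphaScreen beads (10 ug/ml final) added 10 min; cleavage lowers signal.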
FEN1 inh: blocks human flap endonuclease 1; Recombinant FEN1 flap cleavage, fluorescence, 15 min; Potency, µM (titrated, usually from 114 µM), without a hit: at the top dose activity change, negative = inhibition, actives largely listed as inhibitors; hit rate 0.35% among 390,000; note: nearly all actives have a fitted effect of over 65% in size
Target sequence (P39748 whole entry, looked up): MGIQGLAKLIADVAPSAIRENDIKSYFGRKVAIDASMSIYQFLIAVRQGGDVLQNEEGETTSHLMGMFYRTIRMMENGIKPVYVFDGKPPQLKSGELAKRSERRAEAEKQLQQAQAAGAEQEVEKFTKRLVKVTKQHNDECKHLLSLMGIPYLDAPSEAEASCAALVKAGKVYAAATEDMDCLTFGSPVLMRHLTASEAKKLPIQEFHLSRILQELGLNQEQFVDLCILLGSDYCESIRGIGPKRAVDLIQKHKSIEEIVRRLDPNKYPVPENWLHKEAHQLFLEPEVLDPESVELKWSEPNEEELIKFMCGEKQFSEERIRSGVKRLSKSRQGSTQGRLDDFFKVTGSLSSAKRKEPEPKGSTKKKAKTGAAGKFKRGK
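Concentration–response screening of FEN1 (10 nM): 15 min compound preincubation at room temperature, reaction started with 50 nM substrate and read at 0 and 15 min. Corrected, normalized data were fitted by a four-parameter Hill equation.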
N370S GC: inhibitors or activators of N370S glucocerebrosidase for Gaucher disease; hit rate 0.092% among 330,000; Potency, µM (titrated, usually from 59.4 µM), without a hit: top-dose activity change, negative = inhibition, hits mostly inhibitors; N370S GC spleen homogenate, 4MU-glucoside fluorescence; AID 2101; P04062;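 note: 0% = full enzyme activity and -100% = no enzyme basal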
Active calls of the source: *; ? = inconclusive; . = not tested or not shown; & = joins results of further samples; [ ] = dose if it differs, or a comment. Calls come from the whole dose curve; as a rule, active = well fitted curve in the direction sought with a large enough effect; inconclusive = small, poorly fitted or top-dose-only effect, or another doubt; inactive = no such curve, though single readings can be large; an effect the other way counts as inactive or inconclusive. Unless noted, % is set by controls: 0 for no effect and ±100 for the full control effect; potency is the fitted concentration of half-maximal effect. Not a hit list; overall some 0.57% were active at least once.

SMILES	TDP1 block	FEN1 inh	N370S GC
Cn1c(=O)c2c(SCC(N)=O)nc(CC(C)(C)C)nc2n(C)c1=O	2.2%	0.5%	4.9%
O=C(c1ccc2c(c1)N(Cc1cccc(Cl)c1)C(=O)c1ccccc1S2(=O)=O)N1CCc2ccccc21	0.0%	8.7%	.
COc1ccc(NC(=O)N(C)C[C@H]2Oc3ccc(NC(=O)C4CC4)cc3C(=O)N([C@H](C)CO)C[C@@H]2C)cc1	0.1%	11.9%	.
COc1ccc(C(=O)c2ccc(OC)c(OC)c2)cc1OC	-2.9%	7.3%	-12.3%
Nc1c(Cl)cnc(C(Cl)(Cl)Cl)c1Cl	5.1%	-5.4%	-1.7%
Cc1nc(N2CCCCC2C)c2c(C)c(C(=O)Nc3cccc(C(F)(F)F)c3)sc2n1 (configuration not stated)	-5.3%	-18.6%	8.8%
Cc1ccccc1NC(=O)C(=O)c1cn(C)c2ccccc12	-5.5%	22.9%	0.3%
CCOc1ccccc1OCC(=O)OCC(=O)c1c(N)n(CC(C)C)c(=O)n(C)c1=O	0.6%	-7.7%	.
COc1ccc(CCC(C)NC(=O)CCc2ccccc2)c(OC)c1 (configuration not stated)	.	-12.8%	-3.1%
CN=C1c2cc3cc(OC)ccc3n2CCN1C	2.7%	-5.8%	-18.3%
COc1ccc(C[C@H]2CN3C(=NC[C@@H]3Cc3ccc(O)cc3)N2C[C@H](C)NC(=O)CCC2CCCCC2)cc1	.	14.5%	-14.5%
Cc1ccc(-c2nc(CN(C)C3CCOC3)c(C)o2)s1 (configuration not stated)	6.0%	2.8%	-2.1%
CNC(=S)/N=C(\Nc1ccc(C)cc1)c1ccccc1	.	-3.5%	-2.0%
COc1ccc2[nH]c(=O)c(CN(Cc3cccs3)Cc3nnnn3Cc3ccccc3)cc2c1	7.8%	-12.6%	26.0%
Cc1cn([C@H](C(=O)NCCCCCCCCCCC(=O)N2CCNCC2)[C@@H](C)O)nn1	2.2%	17.0%	-21.6%
CCOC(=O)c1ccc(NC(=O)CCc2c(C)nc3c(c(C)nn3C(C)(C)C)c2C)cc1	0.0%	?	.
COC(=O)CCC(=O)OC1(C)C(=O)C2=CN(Cc3ccccc3)C(c3ccc(OC)cc3)=CC2=C(Br)C1=O (configuration not stated)	8.6%[12.3 µM]	8.9%	7.6%[12.8 µM]
COc1ccc(NC(=O)CCCn2c(=O)c3sccc3n(Cc3ccc(C)cc3)c2=O)cc1	1.9%	-2.2%	-3.0%
COc1ccc(CNC(=O)C2CCN(S(=O)(=O)c3ccc(Br)s3)CC2)cc1	3.1%	-0.6%	-1.3%
COCCN(C(=O)CSc1nc(-c2ccccc2)cn1N)c1c(N)n(Cc2ccccc2)c(=O)[nH]c1=O	.	7.6%	-0.8%

Three entries already listed, sorted by heavy-atom count, rising:
SMILES	TDP1 block	FEN1 inh	N370S GC
CNC(=S)/N=C(\Nc1ccc(C)cc1)c1ccccc1	.	-3.5%	-2.0%
COc1ccc(CNC(=O)C2CCN(S(=O)(=O)c3ccc(Br)s3)CC2)cc1	3.1%	-0.6%	-1.3%
Cc1nc(N2CCCCC2C)c2c(C)c(C(=O)Nc3cccc(C(F)(F)F)c3)sc2n1 (configuration not stated)	-5.3%	-18.6%	8.8%

(more compounds)
SMILES	TDP1 block	FEN1 inh	N370S GC
Cc1cc(N(C)C)ccc1[N+](=O)[O-]	5.3%	0.0%	4.4%
Nc1ccc(S(=O)(=O)NC2=NCCCCC2)cc1N	8.0%	-2.1%	-7.1%
Cc1ccc(S(=O)(=O)CC(=O)c2ccccc2)cc1	0.0%	-4.8%	9.6%
Cc1[nH]c(C)c(S(=O)(=O)NCc2ccccc2Cl)c1C(=O)N1CCCC1	2.7%	15.9%	-0.1%
Cc1cc(C)cc(OCCn2ccnc2)c1	5.9%	-0.7%	-1.6%
COc1ccc(C(=O)COC(=O)/C=C/c2ccccc2[N+](=O)[O-])cc1	3.3%	-1.6%	.
Cc1ccc2cccc(NC(=O)c3ccc(-c4cccc(Cl)c4Cl)o3)c2n1	0.6%	-9.2%	.
CC(=O)N/C(=N/c1nc(C)cc(C)n1)Nc1cccc(C)c1C	.	7.4%	?
CCN1CCc2c(sc(-n3cccc3)c2C(C)NC(=O)Nc2cc(Cl)c(OC)cc2OC)C1 (configuration not stated)	8.7%	-1.8%	.
c1ccc2[nH]c(SCc3cn4cccnc4n3)nc2c1	7.9%	6.9%	-0.1%
COc1cc(C2Nc3ccccc3NC3=C2C(=O)CC(c2ccc(OC)c(OC)c2)C3)ccc1O (configuration not stated)	1.2%	27.5%	-4.8%
COc1ccccc1NS(=O)(=O)c1cccc(C(=O)NNC(=O)c2ccc(=O)[nH]c2)c1	0.4%	19.5%	.
CN(C)S(=O)(=O)c1ccc(N=Cc2c(C(F)(F)F)[nH]n(C)c2=O)cc1	4.8%	-2.2%	-4.4%
Cn1nc(-c2ccc(Cl)cc2)c2cc(C(=O)NC3CC3)sc21	3.7%	-13.0%	4.6%
O=C(CSc1ccc(-c2ccco2)nn1)Nc1ccc(F)cc1	-6.7%	5.8%	2.5%
CCN1C(=O)[C@H]2[C@@H](c3ccc(C)cc3)N3C(=O)N(c4ccc(OC)cc4)C(=O)[C@@]3(CC)[C@H]2C1=O	-2.5%	16.3%	-3.8%
COc1ccccc1NC(=O)CSc1nncs1	2.5%	-0.7%	.
CCCCC[C@H]1CN(CCc2ccccc2)C(=O)[C@@H]1CC(=O)NCc1ccc(OC)cc1	.	2.2%&-26.5%	-10.0%
O=C(Nc1ccccc1-c1nc2ccccc2[nH]1)c1ccc(N2C(=O)CCC2=O)cc1	0.0%	6.1%	9.5%
CCC(NC(=O)Nc1cc(Cl)ccc1OC)c1c(-n2cccc2)sc2c1CCN(C)C2 (configuration not stated)	9.9%	-13.2%	.
Cc1c(C(=O)OCC(=O)NC(C)c2ccccc2)oc2ccccc12 (configuration not stated)	2.5%	-1.6%	2.2%
CC(C)Cn1c(=O)[nH]c2ccccc21	2.3%	-12.7%	4.0%
C/C(CC(=O)Nc1cccc(C(F)(F)F)c1)=N/NC(=O)C(=O)NCCO	8.6%	3.2%	1.9%
Cc1nnsc1C(=O)Nc1cc(Cl)ccc1Cl	1.9%[56.1 µM]	-0.9%	3.9%
COc1ccc(CNCC(=O)Nc2sccc2C#N)cc1	4.8%	-2.2%	-1.4%
O=C1COc2ccc(C(=O)COC(=O)c3ccc4ccccc4n3)cc2N1	-8.2%	-22.6%	3.4%
O=C(Cn1c(=O)n(-c2ccccc2)c(=O)c2ccc(C(=O)NCc3ccc4c(c3)OCO4)cc21)Nc1ccc(Br)cc1	2.3%	-13.6%	.
Cc1c2c(nc3c(C)cccc13)OC(C)C2 (configuration not stated)	8.4%	5.6%	9.8%
CCC(C)c1c(O)nc(SCC(=O)c2ccccc2)[nH]c1=O (configuration not stated)	3.1%	14.0%	3.2%
CCn1cc(C(=O)Nc2ccc(OC)c(S(=O)(=O)N3CCCCC3)c2)c(=O)c2ccc(C)nc21	5.6%	-6.5%	-29.9%
Cc1ccc(S(=O)(=O)c2c(C)cc(-c3ccccc3)[nH]c2=O)cc1	2.0%	-5.3%	5.4%
O=S(=O)(c1cccc(-c2csc(-c3cccnc3)n2)c1)N1CCCCC1	-0.5%	-8.3%	-2.9%
CCOC(=O)c1c(NC(=O)CSc2nnc(-c3ccc(C)cc3)o2)sc(C(C)=O)c1C	1.5%	-2.8%	9.4%
Cc1cc(C)c(C)c(C(=O)COC(=O)CNC(=O)CN2C(=O)c3ccccc3C2=O)c1C	2.8%	-1.7%	0.8%
Nc1nnc(CCCCCc2nnc(N)s2)s1	5.3%	20.9%	1.8%
FC(F)(F)c1nnc2c(Sc3ccccc3)nc3ccc(Cl)cc3n12	-2.0%	3.1%	12.3%
COCCn1cnnc1SCC(=O)Nc1ccccc1C(=O)Nc1ccc2c(c1)OCO2	3.1%	4.5%	1.5%
CC1CCC2(CC1)N=C(N)Nc1nc3ccccc3n12 (configuration not stated)	3.8%	-3.6%	-12.2%
CCOc1ccc(Nc2nc(Cc3nnc(SCC(=O)NC4CCCCC4)n3C)cs2)cc1	5.9%	-16.6%	-3.0%
O=C1CCCN1CCCNc1ncnc2c1[nH]c1ccc(Cl)cc12	1.1%	?	-12.9%
c1cc2c(cc1CN1CCN(C3CCCCCC3)CC1)OCO2	.	-0.1%	0.9%
NC(=O)C1CC(=O)N(c2ccc(OCc3c(F)cccc3Cl)cc2)C1 (configuration not stated)	7.7%	18.0%	-4.8%
Cc1ccc(Nc2nc3ccccc3nc2Nc2c(C)n(C)n(-c3ccccc3)c2=O)cc1	2.6%	11.3%	2.6%
O=C(CCCc1ccc(-c2ccccc2F)cc1)Nc1ccc(O)cc1	13.5%	.	-29.0%
COC(=O)c1ccc(NC(=O)CN(C2CCCCC2)S(C)(=O)=O)cc1	2.2%	0.7%	-3.3%
COc1ccc(Cl)cc1C(=O)Nc1ccc2c(c1)OCCO2	.	-24.0%	11.2%
NC(=O)NC(=O)CC1S/C(=N/N=C2/NC(=O)CS2)NC1=O (configuration not stated)	0.6%	-10.4%	2.3%
Cn1c(N)c(C(=O)Nc2ccccc2F)sc1=S	2.6%	-11.1%	-9.3%
COc1ccc(/C=C/C(=O)c2ccccc2)cc1Cn1nnc2ccccc21	2.7%	15.4%	?
Cc1cccc2cc(COC(=O)c3cccnc3)c(=O)[nH]c12	2.0%	-0.1%	0.1%
CC(C)Sc1nc(N2CCOCC2)c2c(c1C#N)CC(C)(C)N(C)C2	7.8%	0.8%	0.4%
O=C(NCCC(=O)N1CCC2(CC1)NCCc1[nH]cnc12)c1ccc(F)c(F)c1	1.6%	-11.1%	-1.1%
CC(C)c1cc(C(F)(F)F)n2nc(C(=O)O)cc2n1	1.1%	3.0%	-7.1%
CCc1ccc(NC(=O)CSc2nc3ccccc3nc2N2CCCC2)cc1	.	13.4%	?
CCN(CC)CCCNC(=O)c1cc(Cl)c(NC(=O)C2=C(C)OCCS2)cc1OC	.	-7.7%	-8.0%
Cc1ccc(Cn2c(=O)n(CCc3ccc(Cl)cc3)c(=O)c3ccccc32)cc1	-2.9%	21.6%	.
Cc1cc(=O)n2[nH]c(-c3ccccc3Cl)cc2n1	-6.1%	-11.3%	-5.0%
CCN(CC)CCCNC(=O)c1cn(CC)c2ccc(S(=O)(=O)N3CCC(C)CC3)cc2c1=O	-4.7%	4.4%	.
O=C(O)c1cc([N+](=O)[O-])ccc1N1CCC(Cc2ccccc2)CC1	2.7%	-2.4%	-4.2%
COc1ccc(C)cc1NC(=O)COC(=O)c1ccc2c(c1)OCO2	-2.4%[56.1 µM]	18.1%	.

An excerpt from above in order of the N370S GC value, rising.
SMILES	N370S GC
O=C(CCCc1ccc(-c2ccccc2F)cc1)Nc1ccc(O)cc1	-29.0%
CC(C)c1cc(C(F)(F)F)n2nc(C(=O)O)cc2n1	-7.1%
NC(=O)C1CC(=O)N(c2ccc(OCc3c(F)cccc3Cl)cc2)C1 (configuration not stated)	-4.8%
COC(=O)c1ccc(NC(=O)CN(C2CCCCC2)S(C)(=O)=O)cc1	-3.3%
COc1ccc(Cl)cc1C(=O)Nc1ccc2c(c1)OCCO2	11.2%

(continued)
SMILES	TDP1 block	FEN1 inh	N370S GC
Cc1ccccc1-n1nc2c(c1NC(=O)COc1ccc(Cl)cc1)CS(=O)C2 (configuration not stated)	4.9%	22.8%	8.6%
CCc1nnc(NC(=O)CCC(=O)N2CCN(Cc3cc(F)ccc3OC)CC2)s1	2.0%	-5.5%	8.8%
CC1(C)CC(=O)C=C(Nc2cccc(F)c2)C1	.	0.4%	-5.3%
O=C(COc1ccccc1F)N1CCN(S(=O)(=O)/C=C/c2ccccc2)CC1	4.3%	0.8%	1.7%
O=C(CCC(=O)N(c1cccc(F)c1)C(C(=O)NC1CCCC1)c1ccncc1)Nc1cccnc1 (configuration not stated)	-4.8%[56.1 µM]	6.6%	1.4%
Cc1cc(C)cc(OCC(=O)Nc2nc(-c3ccccn3)cs2)c1	-0.1%	-4.9%	-12.1%
Cc1ccc(NCC(=O)Nc2cccc(S(=O)(=O)N(C)C)c2)cc1S(=O)(=O)N1CCCCCC1	1.8%	-14.5%	-26.4%
CC(C)C[C@H](NC(=O)c1[nH]cnc1C(=O)N[C@@H](Cc1ccccc1)C(=O)OC(C)(C)C)C(=O)OC(C)(C)C	7.1%	-4.7%	8.8%
C/C(CC(=O)Nc1ccc(C)c(Cl)c1)=N\NC(=O)Cc1cccs1	6.2%	5.1%	1.3%
O=C1CCCC2=C1C(c1cccc(O)c1)C1=C(N2)c2ccccc2C1=O (configuration not stated)	4.9%	-11.9%	-5.5%
O=C(CC1(O)C(=O)Nc2ccccc21)c1ccccc1O (configuration not stated)	6.0%	-1.5%	-1.9%
Cc1ccc(C)c(NC(=O)C(Sc2nc3ccc(C)cc3[nH]2)c2ccccc2)c1 (configuration not stated)	3.4%	4.0%	-4.5%

Copied from the list:
N370S GC, `COc1cc(C2Nc3ccccc3NC3=C2C(=O)CC(c2ccc(OC)c(OC)c2)C3)ccc1O` (configuration not stated) : -4.8%
N370S GC, `O=S(=O)(c1cccc(-c2csc(-c3cccnc3)n2)c1)N1CCCCC1` : -2.9%
